Screens deposited in PubChem BioAssay by several laboratories.
Pemphigus Ab inh = blocks pemphigus antibody binding to human desmoglein-3 | binding (percent of control), % at 10 µM | DSG3-coupled beads, scFv-anti-DSG3-GFP binding, flow cytometry; active compounds read low | 310,000 compounds, 0.48% hits | P32926;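 active = binding more than 3 SD below its plate's average and above zero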;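 note: hits lower antibody fragment binding to DSG3; some compounds called inactive have numbers as strong as hits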
Target sequence (P32926 whole entry, looked up, the tested form may be a part): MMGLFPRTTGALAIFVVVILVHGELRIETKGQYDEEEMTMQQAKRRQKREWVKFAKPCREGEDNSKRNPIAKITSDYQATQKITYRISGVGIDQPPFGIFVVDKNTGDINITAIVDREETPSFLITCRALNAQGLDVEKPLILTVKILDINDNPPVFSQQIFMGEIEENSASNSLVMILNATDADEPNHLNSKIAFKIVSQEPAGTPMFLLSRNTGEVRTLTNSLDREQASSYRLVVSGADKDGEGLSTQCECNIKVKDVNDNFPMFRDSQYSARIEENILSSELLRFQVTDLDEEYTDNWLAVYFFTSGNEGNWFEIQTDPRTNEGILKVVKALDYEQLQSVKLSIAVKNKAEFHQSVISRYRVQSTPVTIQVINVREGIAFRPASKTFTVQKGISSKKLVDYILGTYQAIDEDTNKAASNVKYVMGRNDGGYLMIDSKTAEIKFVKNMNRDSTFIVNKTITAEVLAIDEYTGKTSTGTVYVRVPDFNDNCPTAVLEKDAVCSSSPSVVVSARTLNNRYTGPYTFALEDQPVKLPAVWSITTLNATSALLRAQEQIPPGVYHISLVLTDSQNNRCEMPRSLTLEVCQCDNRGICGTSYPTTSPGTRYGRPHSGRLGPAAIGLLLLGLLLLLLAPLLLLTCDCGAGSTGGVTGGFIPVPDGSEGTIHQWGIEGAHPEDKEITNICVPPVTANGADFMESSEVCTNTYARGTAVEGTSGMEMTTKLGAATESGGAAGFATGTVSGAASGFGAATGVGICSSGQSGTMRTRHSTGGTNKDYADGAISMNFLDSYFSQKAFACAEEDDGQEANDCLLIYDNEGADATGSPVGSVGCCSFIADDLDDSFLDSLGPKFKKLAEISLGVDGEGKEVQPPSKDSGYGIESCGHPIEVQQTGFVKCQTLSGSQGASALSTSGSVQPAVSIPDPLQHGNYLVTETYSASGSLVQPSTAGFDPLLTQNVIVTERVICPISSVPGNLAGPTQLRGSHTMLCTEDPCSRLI
HTR5A inv ag = HTR5A inverse agonism, opioid heterodimer counter-screen | HTR5A cell line, luminescence | inhibition, % at 9.3 µM | 340,000 compounds, 0.083% hits; in the data active = inhibition mostly above about 23%, no sharp cut-off; inactive = mostly below about 18%;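 note: 0% = cells with DMSO and 100% = no-cell wells with DMSO; some compounds called inactive have numbers as strong as hits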
Mot1-301 SUMO = inhibitors of SUMOylation pathway: yeast Mot1-301 growth rescue | S. cerevisiae Mot1-301 growth rescue, ATP luminescence, 38.5C; percent above DMSO median, 100 means doubled | 320,000 compounds, 1% hits | growth rescue, % at 18.8 µM;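 active = every valid replicate shows activation above 250% relative to neutral control wells; inactive = the rest, any valid replicate at or below 250%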;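 note: OY570 slx delta 5 strain wells were the positive control but not used for scaling; some compounds called inactive have numbers as strong as hits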
MOR-DOR inv ag = inverse agonist of human OPRM1-OPRD1 heterodimerization; P35372+P41143; cell-based MOR-DOR heterodimer luminescence, inverse agonism; inhibition, % at 9.3 µM; 340,000 compounds, 0.21% hits; AID 504357; in the data active = inhibition above about 22%, passing the limit was not always enough;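 note: 0% = cells with DMSO and 100% = wells without cells with DMSO; values of inactives mirror those of a sister screen read the other way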
PKA-R1A act = activators of PKA-R1A complex; 340,000 compounds, 0.083% hits; AID 504707; activation, % at 11.4 µM; PKA-R1A dissociation, Cy5-IP20 fluorescence polarization; scaled: DMSO 0%, 113 µM cGMP 100%; P00514+P68181;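 active = percent activation above the mean of all tested compounds plus 3 SD, cut at about 19% in these data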;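 note: higher means more PKAc released from R1A so a rise in polarization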
AddAB inh = less growth of phage-infected E. coli with AddAB. E. coli expressing H. pylori AddAB, absorbance growth. inhibition, % at 11.9 µM. 330,000 compounds, 0.29% hits. AID 435030; in the data active = inhibition above about 12%;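 note: 0% = vehicle wells of infected cells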
HTR5A ag = counter-screen for OPRM1-OPRD1 agonists: human HTR5A agonism. 340,000 compounds, 0.61% hits. activation, % at 9.3 µM. AID 504692. HTR5A agonist assay, luminescence, cell-based. P47898; in the data active = activation mostly above about 9.5%, no sharp cut-off; inactive = mostly below about 7.6%;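 note: 0% = cells with vehicle only and 100% = reference agonist; strong numbers were not always called active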
Ecoli viability = reduces bacterial viability in AddAB counter-screen; E. coli V3065 growth, OD600 absorbance, 18 h; inhibition, % at 11.9 µM; 330,000 compounds, 0.27% hits;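 active = inhibition above the campaign's mean inhibition across all tested compounds plus 3 SD, cut at about 9.9% in these data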;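 note: uninfected addAB+ strain grown without phage in ampicillin broth; 0% = DMSO wells and 100% = ciprofloxacin 0.95 µg/ml wells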
MOR-DOR ag = OPRM1-OPRD1 heterodimerization agonism; P35372+P41143; activation, % at 9.3 µM; cells, luminescence; 340,000 compounds, 0.3% hits; AID 504326; in the data active = activation above about 18%;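 note: 0% = vehicle-treated cells and 100% = reference agonist; values of inactives mirror those of a sister screen read the other way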
phage Ecoli inh = E. coli growth loss with phage present; growth absorbance; inhibition, % at 11.9 µM; 360,000 compounds, 0.26% hits; in the data active = inhibition above about 11%
PfHsp90 yeast 2 = growth inhibition of yeast expressing Plasmodium Hsp90; S. cerevisiae expressing PfHsp90, BacTiter-Glo ATP, 48 h; yeast lacking PDR1 and PDR3 efflux regulators; inhibition, % at 9.4 µM; 310,000 compounds, 0.32% hits; AID 504621;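 active = every replicate shows inhibition above about 80%, whatever the replicate mean, limit read from the data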;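 note: 0% = DMSO neutral controls and 100% = 20 µM radicicol positive controls; yeast relying on Plasmodium falciparum Hsp90 in place of its own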
* marks the source's active call; other numbers are inactive results; · = no result given; & = joins results of further samples.

SMILES	Pemphigus Ab inh	HTR5A inv ag	Mot1-301 SUMO	MOR-DOR inv ag	PKA-R1A act	AddAB inh	HTR5A ag	Ecoli viability	MOR-DOR ag	phage Ecoli inh	PfHsp90 yeast 2
O=C(CN1C(=O)C(=O)N(Cc2ccco2)C1=O)Nc1ccc(F)c(F)c1F	·	7	6	8	-12	-0.5	-2	0.0	-2.2	0.1	7
COc1ccc(OCc2nc3c4c(ncn3n2)-c2ccccc2CC42CCCC2)cc1	97	3	355	11	-5	0.5	-1	-2.1	-1.8	4.6	-3
Cc1ccc(C(=O)CCS(=O)(=O)c2ccc(Br)cc2)cc1	109	0	9	6	1	1.3	2	4.0	-1.7	-1.9	0
COc1ccc(C(=O)Nc2ccc(S(=O)(=O)N3CCCC3)cc2)cc1	99	9	2	15	0	2.1	-3	1.8	-2.7	4.0	23
OC(COc1ccc(Cl)cc1)CN1CCCCC1 (centres undefined)	111	15	-2	-4	-1	1.3	3	2.7	0.8	-1.1	10
Cc1ccc(-c2ccc(CCC(=O)O)n2C(C)C)cc1	·	7	87	0	11	2.8	-3	-1.3	0.0	-0.3	-4
Cc1cnc(C(=O)OCc2nc3ccccc3o2)cn1	·	-35	-12	14	0	1.3	14	0.7	-3.6	1.7	-4
COc1cc(C(=O)OC(C)CN2CCOCC2)cc(OC)c1OC (centres undefined)	96&93	-2&-17	0&6	8&7	-4&-1	0.6&0.5	0&4	1.0&-0.3	-1.4&-1.1	2.4&-1.2	5&-9
COc1ccc(CNC(=O)C[C@H]2C(=O)N(c3ccccc3)C[C@@H]2Cc2ccccc2)cc1	105	-7	25	-6	-2	2.3	3	0.0	1.1	1.4	-17
Cc1ccc(CCNC(=O)c2sc3nc4n(c(=O)c3c2C)CCC4)cc1	107	4	277	5	-7	1.7	-4	-1.8	-1.0	-0.6	16
Cc1ccc(C)n1-c1ccc(C(=O)/C=C/N(C)C)cc1	·	-2	-9	18	-13	3.1	1	-0.1	-4.0	2.4	-9
O=C(c1cnc(N2CCN(c3ncccn3)CC2)c2ccccc12)N1CCN(c2ncccn2)CC1	94	-18	-1	-8	2	-1.5	5	-2.3	1.5	4.0	-2
CN(C)c1nc(OCCNC(=O)COc2ccccc2Cl)nc(N(C)C)n1	·	13	7	15	2	1.4	-5	1.7	-2.4	3.5	30
O=C(CSc1ccc(Cl)cc1)N1CCN(c2ccc(Cl)cc2[N+](=O)[O-])CC1	108	19	0	7	-10	2.1	3	2.2	-1.2	-0.1	-12
COc1ccc(CC(=O)N2CCCC(C)C2)cc1 (centres undefined)	·	4	-10	-4	-7	-0.3	-4	-3.8	0.7	-1.6	-5
O=C1C(Cc2ccc(O)cc2)NC(=S)N1c1ccccc1 (centres undefined)	104	-5	-5	2	2	-1.6	-2	-2.2	-0.5	-0.1	43
O=C(CSc1nc2c(c(=O)n1-c1ccc(Br)cc1)SCC2)NCC1CCCO1 (centres undefined)	99	8	-8	16	8	-1.9	0	-3.7	-3.0	·	·
COc1ccc2cc(CN(CC3CCCO3)S(=O)(=O)c3ccc(C(C)=O)cc3)c(=O)[nH]c2c1 (centres undefined)	95	-11	-1	-15	5	0.2	4	1.2	2.4	1.2	16
O=C(/C=C/c1ccc(S(=O)(=O)N2CCOCC2)cc1)NCc1ccccc1Cl	106	5	-4	0	4	2.4	1	0.4	0.0	2.7	9
Cc1ccc(NC(=O)C2CCN(S(=O)(=O)c3cccc4cccnc34)CC2)nc1	104	-23	3	0	7	3.3	8	-2.1	-0.1	2.3	-8
CCOc1cc(/C=C2\C(=O)N(c3nc(-c4ccc(Br)cc4)cs3)N=C2c2ccccc2)ccc1O	89	-1	368	12	7	2.3	4	-2.5	-2.3	·	-11
CCC(=O)NCCc1nc2cc(NC(=O)c3ccc(F)cc3)ccc2n1C	104	-5	35	14	-20	1.1	1	-0.9	-3.1	1.3	2
CCC1(C)Cc2ccccc2-c2c1c(=O)n(-c1ccc(C)cc1)c1nnnn21 (centres undefined)	110	40*	·	5	0	1.3	-1	-1.0	-0.8	3.9	5
COc1cccc(-c2cc3nc(-c4ccccc4)cc(N4CCCC(O)C4)n3n2)c1 (centres undefined)	89	-21	-12	14	-17	0.3	2	0.4	-2.2	2.9	13
Cc1ccc(/C=C2/CNC/C(=C/c3ccc(C)cc3)C2=O)cc1	88	0	·	-5	-1	·	0	·	0.9	1.1	11
O=C(CSc1nnc(CNC(=O)c2ccco2)o1)Nc1ccccc1F	100	9	-4	10	-13	2.9	-2	-0.4	-2.0	2.2	-2
CCN(CC)C(=O)c1ccc(COc2ccccc2Cl)o1	90	-4	9	18	-7	-0.6	1	-2.3	-3.1	-0.3	5
CC(=O)Nc1ccc2nc(-c3cccs3)[nH]c2c1	96	-1	0	0	-2	0.5	0	1.2	0.0	2.5	14
CCOc1ccc(NS(=O)(=O)c2cc(OC)ccc2OC)cc1	105	-16	11	1	-19	0.2	4	0.4	-0.2	2.5	8
Cc1ccc(OCC(=O)Nc2ccc(NC(=O)c3ccccc3)c(C)c2)cc1	109	8	14	-18	3	·	-3	·	4.5	-2.1	-28
CC(C)C(OC(=O)c1cc2occc2n1C)C(=O)NCc1ccc2c(c1)OCO2 (centres undefined)	114	-27	6	14	-8	1.5	11	-1.5	-2.6	0.5	-14
Cc1ccc2[nH]cc(CCNC(=O)c3ccc([N+](=O)[O-])cc3)c2c1	104	-21	6	-32	7	-0.3	-2	-2.5	4.7	3.0	8
CC(C)CN(C(=O)CCC1CCCCC1)c1c(N)n(CC(C)C)c(=O)[nH]c1=O	107	-4	·	14	3	·	2	·	-2.8	2.7	-6
c1cc2c(cnc3cscc32)s1	84	5	2	12	-2	5.1	8	-1.8	-2.5	2.1	-17
Cn1nccc1C(=O)N1CCOCC1	116	5	15	7	-1	-0.9	-2	0.9	-1.4	1.8	7
O=C(OCCCCOC(=O)c1ccccc1)c1ccccc1	107	-19	529*	-19	-2	3.5	1	1.8	3.7	3.8	-2
CCN(CC(=O)NCc1ccc(Cl)cc1)C(=O)Cc1ccc(OC)cc1	99	3	0	6	4	3.1	0	-3.2	-1.1	0.0	0
CC(C)CN1C(=O)C(=O)N(CC(=O)Nc2cc(Cl)ccc2Oc2ccccc2)C1=O	116	-15	-4	-20	-6	-2.2	6	-3.6	4.2	-3.7	·
O=C(Nc1ccccc1N1CCOCC1)c1csc2c1CCCC2	98	-31	·	-18	-9	1.3	0	-0.6	3.5	4.8	2
COc1ccc(-c2noc(CNS(=O)(=O)c3ccc(NC(C)=O)cc3)n2)cc1	101	-33	-10	2	0	3.3	2	2.3	-0.3	1.7	-4

Some of these compounds in order of the AddAB inh value, smallest number first:
Structure,Pemphigus Ab inh,Mot1-301 SUMO,MOR-DOR inv ag,PKA-R1A act,AddAB inh,MOR-DOR ag,phage Ecoli inh
O=C1C(Cc2ccc(O)cc2)NC(=S)N1c1ccccc1 (centres undefined),104,-5,2,2,-1.6,-0.5,-0.1
COc1ccc(OCc2nc3c4c(ncn3n2)-c2ccccc2CC42CCCC2)cc1,97,355,11,-5,0.5,-1.8,4.6
Cc1ccc(CCNC(=O)c2sc3nc4n(c(=O)c3c2C)CCC4)cc1,107,277,5,-7,1.7,-1.0,-0.6

Carrying on:
SMILES	Pemphigus Ab inh	HTR5A inv ag	Mot1-301 SUMO	MOR-DOR inv ag	PKA-R1A act	AddAB inh	HTR5A ag	Ecoli viability	MOR-DOR ag	phage Ecoli inh	PfHsp90 yeast 2
COc1ccc2oc(C(=O)Nc3ccccc3N3CCOCC3)c(C)c2c1	91	4	-21	4	-4	1.5	-10	0.4	-0.6	1.7	-13
O=C(Nc1ccc(F)cc1)c1cc2ccccc2o1	109	-15	-8	2	11	3.5	4	1.3	-0.4	0.5	-5
Cc1cc(OCC(=O)NC2CCN(C)CC2)ccc1[N+](=O)[O-]	110	-2	24	4	2	2.7	1	1.7	-0.7	-1.7	·
O=C(C1CCCN1S(=O)(=O)c1cccc2cccnc12)N1CCN(c2ccccc2)CC1 (centres undefined)	110	-18	240	-6	-3	2.6	6	-0.4	1.3	1.4	7
Cc1ccc(S(=O)(=O)NCCC(=O)N2CCN(Cc3ccccc3)CC2)cc1	·	-26	-4	-11	-4	2.3	10	2.4	2.0	0.8	-7
CC1(C(=O)NNC(=O)c2cccc([N+](=O)[O-])c2)CC1(Br)Br (centres undefined)	·	10	1	-6	3	-0.2	-3	-0.8	1.2	1.1	5
CC(=O)Nc1cccc2c1C(=O)N(c1ccc(C)cc1)C2=O	·	15	-24	-2	-6	0.5	-6	-2.0	0.3	1.0	·
COc1ccccc1N1CCN(/N=C/c2ccc(O)cc2O)CC1	116	-23	115	0	4	3.3	8	-1.2	0.0	-2.4	18
C=C(C)C(=O)N1CCN(C(=O)C(=C)C)c2ccccc21	98	-18	·	-1	3	·	5	·	0.2	1.5	-29
COc1ccc(-c2nc3nc(C)c(Cc4ccccc4)c(=O)n3[nH]2)cc1	110	-15	-15	-1	-9	2.1	8	-3.0	0.2	1.0	·
Cc1cccc(NCc2ccccc2)c1	106	-12	1	-24	4	2.2	4	-2.1	4.7	3.5	20
CC(C(=O)NCc1cccs1)N1C(=O)c2ccccc2C1=O (centres undefined)	106	-12	11	12	-8	3.0	-7	0.2	-2.1	·	-38
Cc1ccc(NC(=O)OC(C)CNC(=O)Oc2cccc(C)c2)cc1 (centres undefined)	103	9	5	7	-6	-1.0	3	1.4	-1.5	2.2	-16
CCN(CC)CC#CCC1(O)c2ccccc2-c2ccccc21	106	10	1	2	7	2.8	2	0.7	-0.3	1.4	26
O=C(CSc1n[nH]c(-c2cccnc2)n1)Nc1ccc(Cl)cc1	108	-15	166	-1	4	3.8	10	-0.1	0.2	4.2	29
CCNc1nc(NC(C)(C)C)nc(Oc2ccc(=O)n(-c3ccccc3)n2)n1	84	2	24	0	0	-0.2	-1	0.8	0.0	2.9	·
O=C1CCCN1CC(=O)N1CCCC(N2CCN(c3cccc(Cl)c3)CC2)C1 (centres undefined)	95	3	-18	22	-7	3.2	4	-1.4	-4.0	0.3	-3
COC(=O)/C(=C(/F)Sc1cc(C)c(O)c(C)c1)C(F)(F)F	102	-6	-12	-20	-6	0.1	0	-1.8	3.8	·	-29
Clc1ccc(-c2c[nH]c3ccccc23)nn1	104	-10	579	8	-7	2.5	-14	1.7	-1.7	3.9	-8
CCOc1ccccc1CNC(=O)CCC(=O)N1Cc2ccccc2Oc2ncccc21	99	-8	-1	8	2	1.7	1	-2.5	-1.6	0.8	1
O=C(O)CCNS(=O)(=O)c1cccc2nsnc12	101	-11	10	13	3	-0.5	2	-1.7	-2.5	2.5	-14
CC(C)OC(=O)c1ccc(COC(=O)CNC(=O)c2ccco2)cc1	108	-3	-5	2	-2	2.2	-2	0.6	-0.3	0.8	-11
COc1ccc(NC(=O)CN(C)C(=O)Cn2c(=O)oc3ccccc32)cc1	107	8	-15	-9	-2	-0.8	5	-0.7	1.4	1.8	·
O=C(O)C(c1ccccc1)C(O)C1CCCC1 (centres undefined)	127	5	·	16	-5	·	-1	·	-3.2	0.7	17
